# Bioassay records (PubChem BioAssay)
# Runt-CBFb FRET: Runt domain-CBFb interaction inhibition; Cerulean-Runt/Venus-CBFb FRET ratio 530/480, 1 h; inhibition, % at 20 µM; actives 0.46% (n = 220,000); AID 1496;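 active means inhibition over about 50% at 20 µM in the single-dose screen, limit read from the data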;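 further: 0% = DMSO wells and 100% = excess unlabeled CBFb competitor control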
# Target sequence (Q01196 whole entry, looked up, the tested form may be a part): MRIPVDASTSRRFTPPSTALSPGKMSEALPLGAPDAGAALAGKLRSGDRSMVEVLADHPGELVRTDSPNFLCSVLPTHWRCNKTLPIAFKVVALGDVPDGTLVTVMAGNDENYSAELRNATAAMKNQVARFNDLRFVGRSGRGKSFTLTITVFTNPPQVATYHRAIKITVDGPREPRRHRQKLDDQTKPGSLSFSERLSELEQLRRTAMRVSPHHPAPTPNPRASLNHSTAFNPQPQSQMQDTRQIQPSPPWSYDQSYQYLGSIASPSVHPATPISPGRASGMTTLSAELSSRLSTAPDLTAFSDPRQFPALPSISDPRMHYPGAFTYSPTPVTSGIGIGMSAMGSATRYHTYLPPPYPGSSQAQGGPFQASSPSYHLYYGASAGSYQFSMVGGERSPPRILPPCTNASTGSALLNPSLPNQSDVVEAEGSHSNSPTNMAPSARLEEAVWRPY
# Target sequence (Q13951 whole entry, looked up, the tested form may be a part): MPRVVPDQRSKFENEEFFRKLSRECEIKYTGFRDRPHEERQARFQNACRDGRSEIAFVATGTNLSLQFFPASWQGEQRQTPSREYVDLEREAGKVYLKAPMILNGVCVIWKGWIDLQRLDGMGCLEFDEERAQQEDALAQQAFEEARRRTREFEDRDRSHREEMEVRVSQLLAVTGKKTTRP
#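 Doses: 20 µM compound in 1% DMSO | Material: Cerulean-labeled Runt domain protein | Amount: Each fluorescent fusion protein 100 nM | Schedule: Two 1 h room-temperature incubations shielded from light | Measured by: FRET fluorescence | Evaluation: Loss of energy transfer signal | Controls: Unlabeled CBFb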
# TNF necrop inh: inhibitors of TNF-alpha induced necroptosis in Jurkat FADD-/- cells; Jurkat FADD-/- TNF necroptosis rescue, ATP luminescence, 24 h; 0 = TNF only, 100 = no-TNF cells; activation (protection from cell death), % at 10 µM; actives 0.068% (n = 220,000);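 active means activation, meaning protection from cell death, of at least 50% relative to plate controls; inactive means activation below 50%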;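 further: necroptosis triggered by 40 ng/mL TNF-alpha added together with compound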
# RBBP9 inh: inhibitors of human serine hydrolase RBBP9. O75884. recombinant RBBP9, FP-Rh probe fluorescence polarization. inhibition, % at 7.94 µM. actives 0.2% (n = 220,000). AID 1515;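 active means inhibition above the campaign mean of all tested compounds plus 3 SD, cut at about 14% in these data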;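 further: plate controls were DMSO wells with RBBP9 for no effect and wells lacking RBBP9 protein for full effect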
# Target sequence (O75884 whole entry, looked up): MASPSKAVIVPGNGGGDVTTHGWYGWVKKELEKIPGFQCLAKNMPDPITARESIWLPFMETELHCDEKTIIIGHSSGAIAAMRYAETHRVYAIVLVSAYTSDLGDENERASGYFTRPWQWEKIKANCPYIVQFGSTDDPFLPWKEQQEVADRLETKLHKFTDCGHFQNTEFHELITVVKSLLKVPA
#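 Test system – recombinant human RBBP9 · Input – RBBP9 2.5 µM in dispensing solution, pre-mixing · Medium – Tris buffer pH 8.0, NaCl, Pluronic · Schedule – preincubation 30 min plus labeling 45 min at 25 °C · Measured by – fluorescence polarization · Measure – % inhibition · Controls – DMSO and no-protein wells · Replicates – one well per compound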
# EP2 mod: modulators of human EP2 prostaglandin E2 receptor. P43116. EP2-expressing cells, cAMP HTRF FRET, PGE2 co-stimulation. induction, % at 25 µM. actives 0.83% (n = 260,000). AID 940;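 active means compounds whose cAMP rise, as percent of the full-agonist control response, exceeds 60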;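 further: rat C6 glioma line stably carrying human EP2 under a CMV promoter; the protocol text gives 20 µM as final concentration; 100% = response of wells given 1 µM PGE2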
# zVAD death inh: blocks zVAD induced death of L929 cells | L929 zVAD necroptosis rescue, ATP luminescence, 24 h; with zVAD 60 µM | viability rescue, % at 10 µM | actives 0.38% (n = 220,000) | AID 1377;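 active means activation, scaled between plate controls, above about 75%, limit read from the data; inactive means activation under that limit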;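 further: 0% = zVAD with DMSO and 100% = DMSO alone without zVAD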
# Hck-Nef inh: human Hck-Nef kinase inhibition; Recombinant Hck-YEEI plus Nef, Z-Lyte FRET kinase assay; inhibition, % at 20 µM; actives 0.68% (n = 220,000); AID 463187;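 active means Hck-Nef kinase inhibition above about 50%, limit read from the data; inactive means inhibition below that limit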;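 further: 0% = DMSO with Hck plus Nef and 100% = Hck alone without Nef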
# PERK inhibitor: inhibitors of human PERK kinase | Q9NZJ5 | CHO PERK-DD fusion, SEAP luminescence translation reporter | inhibition, % at 5.6 µM | actives 0.17% (n = 220,000);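 active means inhibition above the mean inhibition of all tested compounds plus 3 SD, set separately per screening campaign, cut at about 2.9% in these data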;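 further: PERK kinase domain activated by AP20187 dimerizer at 100 nM; 0% = DMSO with dimerizer and 100% = rapamycin at 8.4 µM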
# EP2 antag: blocks the human prostaglandin E2 receptor EP2 | C6 glioma cells expressing human EP2, cAMP TR-FRET; cells stimulated with saturating PGE2 | inhibition, % at 25 µM | actives 0.52% (n = 260,000) | AID 1422;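 active means percent inhibition above 40 after rounding to a whole number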;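 further: rat C6 glioma host cells with rolipram phosphodiesterase inhibitor present; the protocol text gives 20 µM as final concentration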
# Runt-SMMHC FRET: blocks binding of human RUNX1 Runt domain to CBFb-SMMHC | AID 1434 | Cerulean-Runt/Venus-CBFb-SMMHC FRET ratio 530/480, 1 h | inhibition, % at 20 µM | actives 0.74% (n = 220,000);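 active means mean inhibition across duplicate retests at 20 µM reaching about 50%, limit read from the data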;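 further: 0% = DMSO wells and 100% = wells with excess untagged CBFb-SMMHC; inhibitors lower the FRET ratio by blocking Runt binding to CBFb-SMMHC; some results filed as inactive read as strong as hits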
# * hit, by the source's call; x = not tested or not shown; & = joins results of further samples.
1: O=C1ON=C(c2ccc(Cl)cc2)/C1=C/c1ccc(O)cc1
2: C=CCn1c(=O)c2ccccc2n2nnc(C(=O)OCC)c12
3: CCC(SC1=N/C(=C/c2ccccc2)C(=O)N1c1ccccc1)C(=O)Nc1cc(C)on1 (stereo not drawn)
4: CCOc1cc(NC(=O)c2ccco2)c(OCC)cc1NC(=O)c1cc(OC)c(OC)c(OC)c1
5: COCCSc1nnc(NC(=O)c2cc(C(=O)OC)cc([N+](=O)[O-])c2)s1
6: Cc1nn(Cc2ccccc2)c(C)c1NC(=O)CSc1nc2c(c(C(F)(F)F)n1)CCc1ccccc1-2
7: CCCC[C@@H]1CNC(=O)C(=O)N1CC(C)(C)C
8: Cc1cccc(N=C2NC(=O)c3cc([N+](=O)[O-])ccc32)c1

screen / no.	1	2	3	4	5	6	7	8
Runt-CBFb FRET	7	-2	0	4	0	-5	0	-1
TNF necrop inh	-0.4	-1.6	2.1	-14	0.7	3.0	3.7	0.8
RBBP9 inh	-4	6	-16	-8	-6	-1	x	-3
EP2 mod	-65	7	19	19	-37	-67	22	7
zVAD death inh	0.1	0.5	-0.2	1.0	0.5	0.3	0.3	1.2
Hck-Nef inh	38	3	0	10	19	11	25	20
PERK inhibitor	0.3	0.0	-1.2	-0.7	0.8	-0.8	x	1.9
EP2 antag	53*	4	6	12	4	11	18	4
Runt-SMMHC FRET	15	2	3	8	1	-1	1	1

# Looked up above:
# RBBP9 inh with cpd 8 is entered as -3
# PERK inhibitor with cpd 3 is entered as -1.2

# The list goes on:
9: Cc1ccc(OCCn2c(=O)cnc3ccccc32)cc1
10: c1ccc(CSc2nnc(-c3ccco3)n2Cc2ccccc2)cc1
11: COc1ccc(C2N(c3ccc(F)cc3)C(=O)C3CCCN32)cc1 (stereo not drawn)
12: CC(=O)Nc1sc(N/N=C/c2ccc(O)cc2)nc1-c1ccc(C)cc1
13: COc1ccc2c(c1)C=C(CN1CCN(C(C)C)C(CCO)C1)CO2 (stereo not drawn)
14: CCCN1Cc2cccc(C(=O)NCc3ccccc3)c2C1=O
15: OCCNC(=S)Nc1cc(Cl)cc(Cl)c1
16: COc1ccc(Oc2nccc(OC)c2C#N)cc1

screen / no.	9	10	11	12	13	14	15	16
Runt-CBFb FRET	-1	5	2	7	-2	-10	0	0
TNF necrop inh	-1.5	-0.6	0.3	-1.1	1.0	0.9	1.3	-3.7
RBBP9 inh	-1	-5	1	3	3	-5	-5	-1
EP2 mod	17	44	14	-9	-31	41	-24	35
zVAD death inh	-0.4	0.1	1.3	7.0	0.3	2.8	-0.3	0.0
Hck-Nef inh	0	1	2	69*	2	1	0	0
PERK inhibitor	-0.6	-0.5	0.8	1.4	0.1	-0.8	2.2	0.8
EP2 antag	-1	6	7	8	5	10	8	2
Runt-SMMHC FRET	0	2	-7	0	4	-2	0	-2

# Fetched by compound from above:
12: CC(=O)Nc1sc(N/N=C/c2ccc(O)cc2)nc1-c1ccc(C)cc1
11: COc1ccc(C2N(c3ccc(F)cc3)C(=O)C3CCCN32)cc1 (stereo not drawn)

screen / no.	12	11
Runt-CBFb FRET	7	2
TNF necrop inh	-1.1	0.3
RBBP9 inh	3	1
EP2 mod	-9	14
zVAD death inh	7.0	1.3
Hck-Nef inh	69*	2
PERK inhibitor	1.4	0.8
EP2 antag	8	7
Runt-SMMHC FRET	0	-7

# Following part:
17: CN(C)CCC(=O)NCC1OCCc2ccccc21 (stereo not drawn)
18: CC(C)c1nc(SCC(=O)Nc2ccc3c(c2)OCCO3)c2c(=O)n(C)c(=O)n(C)c2n1
19: N#Cc1ccc(Oc2ccc(/C=N/O)cn2)cc1
20: Cc1cc(C)cc(OCC(=O)OCC(=O)c2c(N)n(C)c(=O)n(C)c2=O)c1
21: Cc1ccc(N2C(=O)CN=C2Nc2nc(C)cc(C)n2)cc1
22: CCc1ccccc1N1CN(Cc2ccco2)CNC1=S
23: COc1ccc(CNC(=O)c2cc(SC)ccc2Cl)cc1OC
24: C=CCn1c(C(CCCC)CC(O)COCCC)n[nH]c1=S (stereo not drawn)

screen / no.	17	18	19	20	21	22	23	24
Runt-CBFb FRET	2	3	3	-2	1	-2	-3	-2
TNF necrop inh	-1.4	-2.7	-5.9	0.9	-0.9	1.8	0.0	1.0
RBBP9 inh	-3	-4	3	-6	-7	-8	1	-4
EP2 mod	3	11	18	-4	-20	-6	-50	14
zVAD death inh	1.4	-0.1	1.0	0.2	-0.4	0.2	-0.3	1.2
Hck-Nef inh	18	49	1	-1	16	4	-1	19
PERK inhibitor	0.6	-0.2	1.0	0.0	-0.8	1.2	2.1	0.5
EP2 antag	15	8	12	17	12	-2	9	4
Runt-SMMHC FRET	0	-2	2	3	0	0	-2	1

25: O=[N+]([O-])c1ccc(CN2CCOCCOCCOCC2)cc1
26: COc1ccc(S(=O)(=O)Nc2nnc(C(C)(C)C)s2)cc1
27: O=C(COc1cc(=O)n2c(n1)SCCC2)c1ccccc1
28: CC1CCCN(CCCNC(=O)c2coc3nc4ccccc4nc23)C1 (stereo not drawn)
29: Cc1cc(NC(=O)c2ccc3c(c2)OCCO3)ccc1NC(=O)c1ccco1
30: CCOC(=O)Cc1cc(=O)n2[nH]c(C)c(-c3ccccc3)c2n1
31: CSCCC(N=Cc1c(O)n(-c2ccc(F)cc2)c(=O)[nH]c1=O)C(=O)O (stereo not drawn)
32: O=C(CCSCc1ccccc1F)NCCc1ccccc1

screen / no.	25	26	27	28	29	30	31	32
Runt-CBFb FRET	-1	34	0	-1	2	-3	-1	-2
TNF necrop inh	1.6	-0.6	-1.4	-7.1	-6.7	-2.7	0.3	2.0
RBBP9 inh	-7	-7	-5	1	1	-7	-5	-3
EP2 mod	-5	20	-29	-17	-22&-33	16&-24	1	-25
zVAD death inh	0.6	0.0	0.3	0.3	9.7	-0.3	-0.1	0.9
Hck-Nef inh	1	-2	1	4	27	1	0	15
PERK inhibitor	0.3	0.1	0.1	1.9	0.2	1.4	0.7	0.7
EP2 antag	8	9	8	15	13&7	14&6	6	4
Runt-SMMHC FRET	-3	14	1	1	-5	-6	-2	0

33: C=C(C)c1cccc(C(C)(C)NC(=O)N2CCCCC2CC)c1 (stereo not drawn)
34: CCCCC(=O)Nc1cccc(NC(=O)c2cccc([N+](=O)[O-])c2)c1
35: COc1ccc(NC(=O)Cc2c(C)n(C(=O)c3ccc(Cl)cc3)c3ccc(OC)cc23)cc1
36: CN(C)C(=O)CN(c1ccc2c(c1)OCO2)S(C)(=O)=O
37: Cc1ccccc1NC(=S)N(Cc1cccs1)C1CCCC1
38: Cc1ccc2oc(=O)c3cnn(CC(=O)NCCN(C)C)c3c2c1
39: O=C(CCNS(=O)(=O)c1cccc2nsnc12)NCc1cccs1
40: Oc1ccccc1-c1cc(C(F)(F)F)nc(-c2ccccc2)n1

screen / no.	33	34	35	36	37	38	39	40
Runt-CBFb FRET	3	-1	2	1	3	-1	-1	-3
TNF necrop inh	1.6	5.9	3.1	4.3	-1.2	-0.8	2.1	0.9
RBBP9 inh	1	3	-3	-5	4	-6	2	-1
EP2 mod	6	-79	47	4&25	55	1	4	40
zVAD death inh	-0.3	4.8	0.9	-0.2	1.5	5.2	0.5	3.6
Hck-Nef inh	-2	20	1	0	-14	1	2	-14
PERK inhibitor	0.1	1.2	0.4	0.4	0.4	1.3	-0.7	0.1
EP2 antag	8	5	7	7&6	6	6	7	7
Runt-SMMHC FRET	4	1	-2	-6	2	1	0	-1

41: COCc1[nH]nc2c1C1(CCSCC1)C(C#N)=C(N)O2
42: CCOCCNC(=O)c1ccccc1C(=O)NCCOCC
43: CC(=O)N1C(C(=O)O)CSC1c1cccc(C)c1 (stereo not drawn)
44: COc1ccc(C2C=C(c3ccc(C)c(C)c3)Nc3ncnn32)c(OC)c1OC (stereo not drawn)
45: Cn1ncc(Br)c1NC(=O)CSc1ccc(Cl)cc1

screen / no.	41	42	43	44	45
Runt-CBFb FRET	1	-1	1	20	3
TNF necrop inh	-0.5	-2.8	0.0	-7.8	-3.1
RBBP9 inh	-6	-7	4	-7	18*
EP2 mod	13	-9	-9	-74	-33
zVAD death inh	0.2	0.1	0.7	3.2	0.0
Hck-Nef inh	2	2	-2	9	8
PERK inhibitor	-0.7	1.0	1.3	1.1	0.2
EP2 antag	8	8	3	7	9
Runt-SMMHC FRET	4	-1	0	59	-5

# One compound at a time, from the list above.
# C=CCn1c(=O)c2ccccc2n2nnc(C(=O)OCC)c12 as listed: Runt-CBFb FRET: -2; TNF necrop inh: -1.6; RBBP9 inh: 6; EP2 mod: 7; zVAD death inh: 0.5; Hck-Nef inh: 3; PERK inhibitor: 0.0; EP2 antag: 4; Runt-SMMHC FRET: 2
# OCCNC(=S)Nc1cc(Cl)cc(Cl)c1 as listed: Runt-CBFb FRET: 0; TNF necrop inh: 1.3; RBBP9 inh: -5; EP2 mod: -24; zVAD death inh: -0.3; Hck-Nef inh: 0; PERK inhibitor: 2.2; EP2 antag: 8; Runt-SMMHC FRET: 0
# COCCSc1nnc(NC(=O)c2cc(C(=O)OC)cc([N+](=O)[O-])c2)s1 as listed: Runt-CBFb FRET: 0; TNF necrop inh: 0.7; RBBP9 inh: -6; EP2 mod: -37; zVAD death inh: 0.5; Hck-Nef inh: 19; PERK inhibitor: 0.8; EP2 antag: 4; Runt-SMMHC FRET: 1

# Only part of the results is shown. The share of hits here may be higher or lower than overall.
